FBW7 activator: FBW7 E3 ligase activators, primary screen, biochemical, AlphaScreen, human | F-box/WD repeat-containing protein 7 (Homo sapiens), Q969H0 | AlphaScreen FBW7–phospho-cyclin E peptide binding, activator screen | normalized activity (activation), % at 26.1 µM | 0.13% of 650,000 active | AID 1259310, 2017; in the data active means normalized activity above about 1.9%;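 further: purified mutant Fbw7 with reduced substrate affinity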
GPR151 activ: activators of human GPR151, primary screen, cell-based, PathHunter beta-arrestin, luminescence. PathHunter beta-arrestin GPR151 cells. activation, % at 11.2 µM. 1% of 650,000 active; in the data active means activation above about 4.9%;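 further: 0% = median of compound wells and 100% = cells with positive control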
Target sequence (Q8TDV0 whole entry, looked up): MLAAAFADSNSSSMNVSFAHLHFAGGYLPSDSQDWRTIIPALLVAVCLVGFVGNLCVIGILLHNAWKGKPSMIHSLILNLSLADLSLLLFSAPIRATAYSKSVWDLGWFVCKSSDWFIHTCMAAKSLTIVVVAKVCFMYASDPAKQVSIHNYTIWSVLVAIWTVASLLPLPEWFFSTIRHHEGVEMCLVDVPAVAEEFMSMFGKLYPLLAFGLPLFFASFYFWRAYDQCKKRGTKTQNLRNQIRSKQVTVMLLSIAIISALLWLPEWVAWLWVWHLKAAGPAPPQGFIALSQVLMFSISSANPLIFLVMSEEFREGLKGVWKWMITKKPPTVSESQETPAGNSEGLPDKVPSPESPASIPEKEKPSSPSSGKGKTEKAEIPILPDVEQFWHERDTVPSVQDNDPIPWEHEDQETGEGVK
MITF inh: MITF inhibitors, primary screen, biochemical, AlphaScreen, human; Microphthalmia-associated transcription factor (Homo sapiens), O75030; inhibition, % at 2.6 µM; AID 1259374, 2018; AlphaScreen MITF homodimerization, bead proximity signal; 0.91% of 650,000 active; in the data active means inhibition above about 50%;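 further: 0% = vehicle wells with protein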
Target sequence (O75030 whole entry, looked up): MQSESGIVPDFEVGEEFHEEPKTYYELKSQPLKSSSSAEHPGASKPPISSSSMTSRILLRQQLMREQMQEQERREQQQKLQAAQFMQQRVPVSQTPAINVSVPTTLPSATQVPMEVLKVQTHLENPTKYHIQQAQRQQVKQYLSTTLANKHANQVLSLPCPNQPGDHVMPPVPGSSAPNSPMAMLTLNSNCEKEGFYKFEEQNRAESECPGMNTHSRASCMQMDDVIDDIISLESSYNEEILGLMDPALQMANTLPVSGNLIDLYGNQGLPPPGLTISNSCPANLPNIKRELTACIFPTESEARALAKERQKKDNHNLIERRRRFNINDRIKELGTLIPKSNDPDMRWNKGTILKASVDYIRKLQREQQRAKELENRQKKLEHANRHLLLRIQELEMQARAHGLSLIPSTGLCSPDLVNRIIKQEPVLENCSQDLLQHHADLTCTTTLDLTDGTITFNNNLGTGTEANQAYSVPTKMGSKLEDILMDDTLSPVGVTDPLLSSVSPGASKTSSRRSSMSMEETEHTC
TEAD-YAP inh: TEAD-YAP interaction inhibition, primary screen, TEAD-YAP interaction inhibitor project, luminescence, HEK-TIYL cells; TEAD-Gal4/YAP UAS-luciferase luminescence; inhibition, % at 9.12 µM; 1.4% of 640,000 active; in the data active means inhibition above about 32%;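 further: 0% = median of test compound wells and 100% = reference inhibitor wells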
The depositor's hits bear a star. No enrichment for hits; any-hit rate near 3.5%.

(1) COc1ccc([C@@H]2C[C@H](C(=O)Nc3cc(C)on3)N(C)S(=O)(=O)N2)cc1
(2) Cc1ccc(NC(=O)CC2C=CCC2)cc1 (stereo not drawn)
(3) COc1ccc(/C=C2/NC(=S)NC2=O)cc1[N+](=O)[O-]
(4) CCC(=O)N1c2ccc(S(=O)(=O)NCCCN(CC)c3cccc(C)c3)cc2CC1C (stereo not drawn)
(5) CCOC(=O)c1c(C)[nH]c(C(=O)OCC(N)=O)c1C
(6) CS(=O)(=O)c1ccc(Cn2cc(-c3nc4ccccc4o3)cn2)cc1
(7) CCn1c(NC(=O)c2nc3nc(-c4cccs4)cc(C(F)(F)F)n3n2)nc2ccccc21
(8) COc1ccc(NC(=O)Nc2cc(C(F)(F)F)ccc2F)cc1OC
Compound	1	2	3	4	5	6	7	8
FBW7 activator	-0.2	-0.1	0.5	-0.3	0.3	0.2	0.2	0.0
GPR151 activ	1.4	0.6	-1.0	-0.7	-1.1	-0.4	0.0	-0.3
MITF inh	-4	9	10	-9	12	1	6	-21
TEAD-YAP inh	4	-45	3	4	2	1	-1	-14

The list goes on; the last 4 above are carried over.
(5) CCOC(=O)c1c(C)[nH]c(C(=O)OCC(N)=O)c1C
(6) CS(=O)(=O)c1ccc(Cn2cc(-c3nc4ccccc4o3)cn2)cc1
(7) CCn1c(NC(=O)c2nc3nc(-c4cccs4)cc(C(F)(F)F)n3n2)nc2ccccc21
(8) COc1ccc(NC(=O)Nc2cc(C(F)(F)F)ccc2F)cc1OC
(9) Cc1cccc(-n2nnnc2SCC(=O)Nc2ccc3[nH]c(=O)[nH]c3c2)c1
(10) COCCCNC(=S)Nc1ccc(Cl)c(Cl)c1
(11) COc1ccccc1NC(=S)NC(=O)c1ccc([N+](=O)[O-])cc1
(12) CS(=O)(=O)N1CCc2nc(-c3ccccc3)nc(N3CCCCCC3)c2C1
(13) COc1ccc(/C=C(\C#N)C(=O)Nc2sc3c(c2C(N)=O)CCCC3)cc1O
(14) Cc1ccc(O)c(C(CCN(C(C)C)C(C)C)c2ccccc2)c1 (stereo not drawn)
(15) COc1ccc(CNC(=O)C2CCC(=O)N2C(C)C)c(OC)c1 (stereo not drawn)
(16) Cc1ccccc1S(=O)(=O)Nc1ccccc1C(=O)NNS(C)(=O)=O
Compound	5	6	7	8	9	10	11	12	13	14	15	16
FBW7 activator	0.3	0.2	0.2	0.0	0.2	0.0	0.1	0.1	0.6	0.3	0.0	0.2
GPR151 activ	-1.1	-0.4	0.0	-0.3	-1.0	-0.8	-0.9	1.7	-1.7	0.4	2.3	-0.3
MITF inh	12	1	6	-21	15	11	7	17	1	17	1	-3
TEAD-YAP inh	2	1	-1	-14	-6	-2	1	7	-11	9	8	2

A run of entries taken from the entries so far, as a working copy:
(9) Cc1cccc(-n2nnnc2SCC(=O)Nc2ccc3[nH]c(=O)[nH]c3c2)c1
(10) COCCCNC(=S)Nc1ccc(Cl)c(Cl)c1
Compound	9	10
FBW7 activator	0.2	0.0
GPR151 activ	-1.0	-0.8
MITF inh	15	11
TEAD-YAP inh	-6	-2

The listing continues:
(17) O=C1C(=O)N(Cc2cccnc2)C(c2cccc([N+](=O)[O-])c2)/C1=C(/O)c1ccc(Cl)cc1 (stereo not drawn)
(18) CCn1c(=O)cc(OCC(=O)Nc2cc(Cl)c(OC)cc2OC)c2ccccc21
(19) COc1ccc(-c2csc(NC(=O)c3cccc([N+](=O)[O-])c3)n2)cc1
(20) CCOC(=O)N1CCN(S(=O)(=O)c2ccc(C(=O)Nc3ccc(OCC)cc3)cc2)CC1
(21) COc1cc(C(=O)Nc2c3c(nn2-c2ccc(C)cc2C)CS(=O)(=O)C3)cc(OC)c1OC
(22) O=Cc1sc(=O)[nH]c1-[n+]1ccc2ccccc2c1
(23) COc1cccc(C(=O)N2CCN(Cc3ccccc3OC)CC2)c1
(24) CCCS(=O)(=O)N1CCN=C1SCc1ccc(C(F)(F)F)cc1
Compound	17	18	19	20	21	22	23	24
FBW7 activator	0.0	-0.1	0.1	0.1	0.0	-0.1	-0.2	-0.1
GPR151 activ	2.3	-0.2	-0.6	0.4	-1.2	-0.7	-0.6	0.0
MITF inh	7	-7	4	21	1	18	0	4
TEAD-YAP inh	-1	-3	2	8	-7	0	-4	2

A different layout for part of the listing above.
Fields: FBW7 activator	GPR151 activ	MITF inh	TEAD-YAP inh
(7) CCn1c(NC(=O)c2nc3nc(-c4cccs4)cc(C(F)(F)F)n3n2)nc2ccccc21
→ 0.2	0.0	6	-1
(24) CCCS(=O)(=O)N1CCN=C1SCc1ccc(C(F)(F)F)cc1
→ -0.1	0.0	4	2
(19) COc1ccc(-c2csc(NC(=O)c3cccc([N+](=O)[O-])c3)n2)cc1
→ 0.1	-0.6	4	2
(6) CS(=O)(=O)c1ccc(Cn2cc(-c3nc4ccccc4o3)cn2)cc1
→ 0.2	-0.4	1	1
(22) O=Cc1sc(=O)[nH]c1-[n+]1ccc2ccccc2c1
→ -0.1	-0.7	18	0

Other records.
(25) CCOC(=O)C1C(=O)NC(SCC(=O)Nc2nccs2)=C(C#N)C1c1ccccc1OCC (stereo not drawn)
(26) N#C/C(=C\c1ccncc1)C(=O)NCc1ccccc1
(27) CCCC1CCC(c2ccc(-c3nc(-c4ccc(OC)cc4)no3)cc2)CC1 (stereo not drawn)
(28) CN=Cc1cc(-c2ccccc2)n(C)c1S
(29) CCOc1ccc(C)cc1S(=O)(=O)N1CCCCC1
(30) CCOc1ccc(-n2cc(C(=O)Nc3cnc4ccccc4c3)c3cc(OC)c(OC)cc3c2=O)cc1
(31) O=C(Cn1c(=O)oc2ccccc21)Nc1ccc(N2CCCCC2)c(Cl)c1
(32) Cc1ccc(C2=NC(NC(=O)c3ccc(F)cc3)(C(F)(F)F)C(=O)N2)cc1 (stereo not drawn)
Compound	25	26	27	28	29	30	31	32
FBW7 activator	-0.1	-0.2	-0.1	-0.2	-0.1	0.0	0.0	-0.1
GPR151 activ	0.7	0.4	0.9	-0.1	3.3	-1.0	0.5	0.1
MITF inh	5	4	2	9	0	-11	11	3
TEAD-YAP inh	-1	-1	1	21	8	-6	7	-1

(33) N#Cc1ccccc1OCC(=O)NCc1ccccc1F
(34) COc1ccc(-c2ccc(/C=C3/NC(=S)NC3=O)o2)c([N+](=O)[O-])c1
(35) Cc1cccc(NC(=O)c2ccc(N3CCc4ccccc4C3)c([N+](=O)[O-])c2)c1
(36) CC(=O)Oc1ccc(C(C)(c2ccccc2)c2ccc(OC(C)=O)cc2)cc1
(37) COCCNC(=S)NCCNc1nc2cc(C)ccc2cc1C#N
(38) Cc1c(N2C(=O)CS/C2=N\N=C2/C(=O)Nc3ccccc32)c(=O)n(-c2ccccc2)n1C
(39) O=C(NNC(=O)C12CC3CC(CC(C3)C1)C2)c1cccc(O)c1
(40) Cc1ccc(S(=O)(=O)Nc2ccc(Oc3ccc(C)c(C)c3)cc2)cc1
Compound	33	34	35	36	37	38	39	40
FBW7 activator	-0.2	-0.1	-0.2	-0.2	-0.2	0.3	0.1	0.2
GPR151 activ	0.6	0.3	-1.0	-0.7	0.1	0.8	0.5	3.8
MITF inh	-15	16	9	-3	-9	18	-23	17
TEAD-YAP inh	-44	0	-4	4	3	-4	14	5

(41) COc1ccc(C(=O)OCc2ccc(C#N)cc2)cc1OC
(42) Oc1ccc(/C=N/n2c(-c3ccncc3)n[nH]c2=S)cc1O
(43) O=C(O)c1ccc(C(=O)NCc2ccc3c(c2)OCO3)c(C(=O)O)c1
(44) C=CCNc1nc(Cl)nc(Nc2ccc(OC)cc2OC)n1
(45) CCC/C(CC(C)C)=C(/C#N)C(=O)OCC
(46) CSc1cccc(NC(=O)c2noc3c2COc2ccccc2-3)c1
(47) CC(C)(C)NC(=O)COC(=O)c1ccc(Cl)cc1
(48) COc1cc(Nc2nc3ncnc(NCCc4ccc(O)cc4)c3[nH]2)cc(OC)c1OC
Compound	41	42	43	44	45	46	47	48
FBW7 activator	-0.3	-0.1	0.1	0.4	0.6	0.1	0.5	-0.1
GPR151 activ	2.7	-1.0	-1.5	0.6	-1.1	-0.3	1.0	0.4
MITF inh	-5	63*	-2	1	17	9	13	2
TEAD-YAP inh	-10	4	-5	11	5	-50	-9	8

(49) OC[C@@H]1CCCN1c1ccnc2c(-c3ccccc3F)cnn12
(50) CCCCNC(=O)/C(C#N)=C/c1ccc(F)cc1F
(51) Nc1ncc(Br)cc1S(=O)(=O)NCC1CCCO1 (stereo not drawn)
(52) O=C(c1cccc(F)c1)N1CCC(O)(c2ccccn2)CC1
(53) CCCCCOC(=O)C1=C(C)NC2=C(C(=O)CCC2)C1c1cc(Cl)c(O)c(OC)c1 (stereo not drawn)
(54) N/C(=N\OC(=O)c1cccc(Cl)c1)c1ccc(Cl)cc1
(55) COc1cc(/C=N\NC(=O)Cn2cnc3ccccc32)cc(Br)c1O
(56) CCc1ccc(-n2c(C)cc(/C=N/NC(=O)c3ccncc3)c2C)cc1
Compound	49	50	51	52	53	54	55	56
FBW7 activator	-0.2	-0.1	0.3	0.0	-0.3	-0.1	0.1	-0.1
GPR151 activ	-3.2	-0.5	0.6	-0.4	-0.5	2.0	0.0	1.2
MITF inh	-14	-8	22	14	0	2	10	-21
TEAD-YAP inh	90*	5	6	7	4	-3	10	5

(57) CS(=O)(=O)N(CC(=O)Nc1ccccc1C(F)(F)F)c1ccc(Cl)c(Cl)c1
(58) CC(C)N(CCNc1ccnc(Nc2ccc(-n3ccnc3)cc2)n1)C(C)C
(59) Cc1ccccc1CNC(=O)CN(c1ccc([N+](=O)[O-])cc1)S(=O)(=O)c1ccccc1
(60) COc1ccc(N2CC(C(=O)OC(CCCl)C(=O)c3ccc(F)cc3)CC2=O)cc1 (stereo not drawn)
(61) O=C(CCNS(=O)(=O)c1ccc(Br)s1)NCc1ccc2c(c1)OCO2
(62) O=C(O)c1cn[nH]c1-c1ccc(F)cc1
(63) CCCCN(C)CCCN(Cc1cccs1)C(=S)Nc1ccc(OC)c(Cl)c1
(64) O=C1OC(c2cccc(Cl)c2Cl)=N/C1=C\c1cccc2ccccc12
Compound	57	58	59	60	61	62	63	64
FBW7 activator	0.1	-0.1	-0.1	0.1	-0.1	0.0	0.0	0.2
GPR151 activ	0.1	-0.5	0.7	-0.7	-0.8	-0.1	0.6	-0.4
MITF inh	13	-1	0	6	-8	-12	-2	-6
TEAD-YAP inh	-1	4	4	6	-1	1	-4	-11

(65) CN(C)C1=C(Nc2ccc(Cl)c(Cl)c2)C(=O)c2ccccc2C1=O
(66) CCCCn1c(SCC(=O)NCCc2ccc(OC)c(OC)c2)nc2ccsc2c1=O
(67) O=C(COc1ccc(CO)cc1)Nc1cccc(F)c1
(68) CCc1nc(-c2ccccc2)nc(C)c1C
(69) COc1cc(SC)ccc1C(=O)N1CCC(Cc2ccccc2)CC1
(70) C/C(=N/NC(=O)CNc1ccc(C)cc1)c1ccc(Cl)cc1
(71) COc1ccccc1N=C(C)C1=C(O)CC(C)(C)CC1=O
(72) CCOC(=O)c1[nH]c(C)c(C(=O)NC2CCCC(C)C2C)c1C (stereo not drawn)
Compound	65	66	67	68	69	70	71	72
FBW7 activator	0.2	-0.1	0.0	-0.1	0.0	0.9	0.8	-0.1
GPR151 activ	-0.6	-1.6	-1.3	0.6	-1.3	0.2	0.8	2.3
MITF inh	12	3	-5	-4	-1	16	5	5
TEAD-YAP inh	-3	-14	-45	0	-1	5	6	-2

Next part; it opens with the four that closed the last part.
(69) COc1cc(SC)ccc1C(=O)N1CCC(Cc2ccccc2)CC1
(70) C/C(=N/NC(=O)CNc1ccc(C)cc1)c1ccc(Cl)cc1
(71) COc1ccccc1N=C(C)C1=C(O)CC(C)(C)CC1=O
(72) CCOC(=O)c1[nH]c(C)c(C(=O)NC2CCCC(C)C2C)c1C (stereo not drawn)
(73) CCc1n(CC(O)COc2ccc(C)cc2)c2ccccc2[n+]1C (stereo not drawn)
(74) Cc1cc(N2CCN(c3ncccn3)CC2)n2nc(-c3cccc(F)c3)cc2n1
(75) CC(C)(C)NC(=O)C(c1ccncc1)N(C(=O)c1csnn1)c1cccc(Cl)c1 (stereo not drawn)
(76) CNC(=O)/C(=C/c1ccc(Cl)cc1)NC(=O)c1ccc([N+](=O)[O-])cc1
(77) Cc1ccc(NCC(O)C(O)C(O)CO)c(N=Nc2ccccc2)c1C (stereo not drawn)
(78) C#CCOc1c(Br)cc(/C=C2/C(=O)ON=C2C)cc1OC
(79) COc1ccc(N=C2SC(C(=O)Nc3ccc(OC)cc3)CC(=O)N2Cc2ccc3c(c2)OCO3)cc1 (stereo not drawn)
Compound	69	70	71	72	73	74	75	76	77	78	79
FBW7 activator	0.0	0.9	0.8	-0.1	-0.1	0.0	-0.1	0.2	-1.1	-0.1	-0.1
GPR151 activ	-1.3	0.2	0.8	2.3	-1.5	-0.2	-0.3	0.2	-0.1	0.7	1.5
MITF inh	-1	16	5	5	8	9	-11	4	11	34	-5
TEAD-YAP inh	-1	5	6	-2	3	-6	7	16	10	-10	7

Screening results (PubChem)
